MCF10A rereplic = DNA re-replication induction in MCF 10a cells | MCF 10A DNA re-replication, Hoechst nuclear intensity, 48 h | Potency, µM (titrated, usually from 46.1 µM), for the others: at the top dose activity, positive = re-replication, most hits filed as activators | actives 2.9% (n = 350,000); also: potency is read from the fitted curve at half-maximal effect; % of control where 0% means no effect; nearly all actives have a fitted effect of over 50% in size
ATXN2 expr inh = inhibitors of ATXN2 expression. HEK-293 ATXN2-luciferase reporter, luminescence, 24 h. Potency, µM (series often up to 57 µM), for inactives: top-dose activity change, negative = inhibition, hits mostly inhibitors. actives 0.72% (n = 360,000). AID 1745845; also: potency is read from the fitted curve at half-maximal effect; % is scaled to controls: 0 for no effect and ±100 for the full control effect; nearly all actives have a fitted effect of over 55% in size
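qHTS (up to 57 uM final) was run with 24 h compound exposure of reporter cells at 37 °C. Each well was multiplexed: SteadyGlo luminescence measured ATXN2-luciferase expression after a fluorogenic Gly-Phe-AFC viability readout (25 uM final).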
HT1080 IDH1KD tx = HT-1080 IDH1 knockdown cell toxicity (counter line); HT-1080 IDH1 knockdown viability, ATP luminescence, 48 h; Potency, µM (doses to about 46.1 µM), inactives show top-dose activity, negative = toxicity, actives largely listed as cytotoxic; actives 2% (n = 360,000); AID 686971;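 also: potency is read from the fitted curve at half-maximal effect; 0% = DMSO wells and -100% = cell-free medium wells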
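Cytotoxicity counter-line: IDH1KD HT-1080, 48 h, CellTiter-Glo. Curves classed by r2, magnitude and activity.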
SW480 rereplic = DNA re-replication induction in SW480 cells | SW480 DNA re-replication, Hoechst DNA content imaging, 48 h | Potency, µM (doses to about 46.1 µM), inactives show at the top dose re-replication activation, most hits filed as activators | actives 1.8% (n = 340,000); also: potency is read from the fitted curve at half-maximal effect; % of control where 0% means no effect; nearly all actives have a fitted effect of over 55% in size
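Image-based DNA-content assay: after two days of treatment, nuclei were labelled with the DNA dye Hoechst and imaged, and hits were compounds raising the count of nuclei showing high fluorescence intensity.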
KB-3-1 tox = KB-3-1 parental cell cytotoxicity | KB-3-1 viability, CellTiter-Glo ATP luminescence, 72 h | Potency, µM (titrated, usually from 46.1 µM), inactives show at the top dose activity change, negative = cytotoxic, usual class: cytotoxic | actives 1.4% (n = 400,000); also: potency is read from the fitted curve at half-maximal effect; % is scaled to controls: 0 for no effect and ±100 for the full control effect; nearly all actives have a fitted effect of over 60% in size
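Here the drug-naive KB-3-1 line serves as comparator for MDR sub-line selectivity; cells received compound titrations, 72 h at 37 °C, then CellTiter-Glo readout.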
HT1080-NT tox = kills 2HG-producing HT-1080-NT fibrosarcoma cells | HT-1080-NT fibrosarcoma viability, CellTiter-Glo ATP luminescence, 48 h | Potency, µM (titrated, usually from 46.1 µM), for the others: top-dose activity, negative = less viability, usual class: cytotoxic | actives 1.6% (n = 360,000);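 also: NT is the 2HG producing partner of a matched IDH1 knockdown line; potency is read from the fitted curve at half-maximal effect; 0% = DMSO-treated cells and -100% = media-only wells without cells; nearly all actives have a fitted effect of over 55% in size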
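HT-1080-NT fibrosarcoma cells (2HG-overproducing), 750 cells/well in RPMI with 5% FBS, dosed after 2 h and incubated 48 h at 37C. CellTiter-Glo luminescence normalized to DMSO and no-cell wells; concentration-response curves fitted and classed.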
KB-V1 MDR tox = kills drug-selected multidrug resistant KB-V1 cells | actives 3.4% (n = 400,000) | KB-V1 MDR cells viability, CellTiter-Glo, 72 h | Potency, µM (highest dose often 46.1 µM), without a hit: top-dose activity change, negative = cytotoxicity, hits mostly cytotoxic; also: potency is read from the fitted curve at half-maximal effect; % is scaled to controls: 0 for no effect and ±100 for the full control effect; nearly all actives have a fitted effect of over 60% in size
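Readout: CellTiter-Glo luminescence, 10 min after addition. Cells: KB-V1 MDR subline, 72 h at 37 degrees C with compound. Analysis: corrected, normalized data fitted to concentration-effect curves.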
ATXN viability = reduces viability in counter-screen for ATXN expression inhibitors; S2 cells (HEK-293 line with an ATXN2-luciferase reporter) viability, CellTiter-Fluor protease fluorescence, 24 h; Potency, µM (top dose mostly 56.7 µM), most hits filed as cytotoxic; actives 0.49% (n = 400,000); AID 651635; also: potency is read from the fitted curve at half-maximal effect; nearly all actives have a fitted effect of over 40% in size
IL1B secr inh = inflammasome signaling inhibition, IL-1 beta readout; THP-1 LPS/ATP IL-1B secretion, AlphaLISA, 16 h; active compounds read low; activity change, % at 57.5 µM; actives 4.7% (n = 360,000); AID 743279; in the data active = activity change below about -50%; inconclusive = mostly about -30% to -49%; also: % is scaled to controls: 0 for no effect and ±100 for the full control effect
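THP-1 cells pretreated 1 hr with compounds (up to 57.5 uM final), then stimulated with LPS (250 ng/mL final) plus ATP (1.25 mM final); secreted IL-1B measured by AlphaLISA after 16 hr, decreased signal indicating inhibition.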
* hit, by the source's call; i = inactive; ? = inconclusive; . = no result given; [ ] = dose if it differs, or a comment. Unless noted, calls follow the shape of the dose curve; as a rule, active = well fitted curve in the direction sought with a large enough effect; inconclusive = small, poorly fitted or top-dose-only effect, or another doubt; inactive = no such curve, though single readings can be large; an effect the other way counts as inactive or inconclusive.

nr	Compound	MCF10A rereplic	KB-V1 MDR tox	KB-3-1 tox	HT1080-NT tox	HT1080 IDH1KD tx	IL1B secr inh	SW480 rereplic	ATXN2 expr inh	ATXN viability
1	COCc1cc(C)nc(SCC(=O)Nc2ccc(C)c(C)c2)c1C#N	?	-1%	-4%	-11%	-8%	7	?	26%	i
2	COc1ccc(Cc2n[nH]c(=S)n2-c2ccc3c(c2)OCCO3)cc1	-5%	8%	0%	0%	1%	31	-6%	.	?
3	COc1ccc(/C=N\NC(=O)C2C(=O)NCC2c2ccccc2)cc1O (centres undefined)	?	7%	0%	11%	12%	0	?	0%	i
4	Cc1cccc(N2CCN(C(=O)C3CCC(=O)N(C4CC4)C3)CC2)c1C (centres undefined)	-3%	8%	-1%	13%	4%	34	-7%	6%	i
5	C=CCOc1ccc(C2=NOC(C(=O)Nc3ccc4c(c3)OCCO4)C2)cc1OC (centres undefined)	?	8%	4%	-13%	0%	-18	10%	-17%	i
6	O=C(NCCCn1ccnc1)c1cc2c(s1)CCCC2	?	3%	-25%	-1%	0%	55	-2%	1%	i
7	COc1ccc(CC(=O)N/N=C/c2c(C)n(C)c3ccccc23)cc1OC	7.3µM*	?	?	?	13µM*	33	15µM*	.	?
8	CCCCc1c(-c2ccc(F)cc2F)ncn1CCc1ccccc1OC	.	?	?	?	?	-71*	.	?	.
9	CCN1C(=O)c2cccc3c(S(=O)(=O)Nc4ccccc4OC)ccc1c23	?	16µM*	?	-1%	-11%	-30	1%	49%[activator]	i
10	O=C(C[C@@H]1C/C=C\C[C@@H](Cc2ccc(F)cc2)C(=O)OC[C@@H]2CCCN2C1=O)NCCO	-1%	0%	0%	0%	2%	20	2%	-6%	i
11	Cc1ccc(C(=O)N2CC=C(c3ccccc3)CC2)s1	?	1%	3%	-6%	-3%	?	20%	-18%	i
12	N/C(=N\OC(=O)c1ccc(Cl)c(Cl)c1)c1cccnc1	4%	6%	-5%	?	14%	25	4%	53%[activator]	i
13	Cc1cccc(OCCSc2nc3ccc(NC(=O)COc4ccccc4F)cc3s2)c1	.	1%	-9%	.	.	.	.	-8%	i
14	Cc1n[nH]c(C)c1CCN(C)C(=O)C1CCC(=O)N(CC2CCCCC2)C1 (centres undefined)	2%	?	11%	-1%	-8%	10	-4%	1%	i
15	CC(=O)Nc1ccc(S(=O)(=O)N2CCc3c(Cl)cccc3C2)cc1	-1%	-1%	2%	-10%	-3%	3	-15%	-13%	i
16	COc1ccccc1CN(C)C(=O)CSCC(=O)Nc1ccccc1F	5%	0%	0%	2%	17%	4	1%	1%	i
17	O=C(NCCCN1CCOCC1)c1cccc(NS(=O)(=O)c2ccc(Br)cc2)c1	14%	?	-1%	-2%	7%	7	-3%	2%	i
18	COCCn1cnc2c(c1=O)c1nc3ccccc3nc1n2/N=C/c1ccco1	0%	0%	1%	15%	13%	-11	-29%	?	i
19	CSCC[C@H](NC(=O)[C@@H]1Cc2c([nH]c3ccccc23)C2c3ccccc3C(=O)N21)C(=O)NCC1CCCO1 (some centres undefined)	?	-9%	0%	-1%	?	-15	-15%	-16%	i
20	O=C(NCCCn1cccn1)C1CCC(=O)N(Cc2ccccc2F)C1 (centres undefined)	-4%	?	1%	0%	4%	2	?	10%	i

Following part.
nr	Compound	MCF10A rereplic	KB-V1 MDR tox	KB-3-1 tox	HT1080-NT tox	HT1080 IDH1KD tx	IL1B secr inh	SW480 rereplic	ATXN2 expr inh	ATXN viability
21	Cc1ccc(CNC(=O)c2ccc3c(c2)S(=O)(=O)c2ccccc2C3=O)cc1	-6%	-8%	3%	0%	1%	0	-4%	-4%	i
22	Cn1c(N)c(C(=O)CSc2nnc(-c3ccccc3F)n2N)c(=O)n(C)c1=O	7%	18%	3%	0%	5%	-5	-1%	-17%	i
23	Cc1ccsc1/C=N/NC(=O)c1ccc2nc[nH]c2c1	-4%	27%	11%	?	?	-19	-4%	28%	i
24	CN(C(=O)c1ccc(NC(=O)Cc2cccc(NC(=O)C3CCN(C(=O)C4CCC4)CC3)c2)cc1)C1CCCC1	0%	-5%	0%	1%	-5%	-9	0%	4%	i
25	CCNC(=O)C1(C)CCCN(C(=O)c2cc3ccccc3s2)C1 (centres undefined)	.	-2%	0%	23%	8%	-7	.	11%	i
26	COc1ccccc1NC(=O)CC1Sc2ccc(C(F)(F)F)cc2NC1=O (centres undefined)	.	17%	16%	.	.	.	.	7%	i
27	CCOC(=O)C1(COCc2ccccc2)CCCCC1=O (centres undefined)	.	-1%	?	9%	-6%	0	.	.	i
28	CNc1ccc(/C=C2\CSc3ccccc3C2=O)cc1[N+](=O)[O-]	?	?	-21%	?	?	17	2%	20%	i
29	CCC1(C)OC(=O)N2CCc3c(C)[nH]c4c(C)ccc(c34)C21C (centres undefined)	-2%	-2%	0%	5%	0%	13	-5%	-1%	i
30	COC(=O)C1=NN(C(=O)c2ccccc2)C(C)(O)C1 (centres undefined)	-1%	-10%	-13%	2%	?	1	2%	-10%	i
31	Cc1ccc(Oc2ccc(OCC(=O)NC(CC(C)C)C(=O)O)cc2)cc1 (centres undefined)	2%	6%	-6%	5%	3%	44	2%	-33%	i
32	Cc1cc(NC(=O)CSc2nnc(-c3ccncc3)n2-c2ccc(F)cc2)no1	-4%	-1%	?	12%	9%	42	-10%	-29%	i
33	Cc1ccc(OCCC(=O)OCC(=O)Nc2ccc(F)cc2)cc1	17%	28%	3%	0%	12%	-18	0%	5%	i
34	Cc1ccc(NC(=O)C2CCCN2S(=O)(=O)c2ccc3c(c2)n(C)c(=O)c(=O)n3C)c(C)c1 (centres undefined)	2%	21%	5%	18%	0%	-6	-1%	8%	i
35	CCOc1ccc(C2C3=C(CC(C)(C)CC3=O)N(CCCOC)C3=C2C(=O)CC(C)(C)C3)cc1OC	.	-11%	1%	6%	1%	1	.	.	?
36	O=C(CSc1nnc(-c2ccco2)o1)N1CCN(c2ccccc2)CC1	-11%	-7%	-1%	2%	?	2	1%	10%[11.3 µM]	i
37	NC(CCc1ccccc1)c1csc(Nc2ccc(C(=O)NCCCO)cn2)n1 (centres undefined)	.	16%	0%	?	-1%	-20	.	-6%	i
38	CCOc1ccc(NC(=S)NCCCn2ccnc2)cc1	0%	32%	12%	13%	11%	12	-1%	3%	?
39	Cc1ccc(S(=O)(=O)N(c2nc(N(C)C)nc(N(C)C)n2)n2cnnc2)cc1	2%	-18%	0%	1%	2%	-1	3%	-10%	i
40	COc1ccc(C=C(C(=O)c2ccccc2)c2ccccc2)cc1	.	?	?	-31%	-1%	6	.	4%	i

(list continues)
nr	Compound	MCF10A rereplic	KB-V1 MDR tox	KB-3-1 tox	HT1080-NT tox	HT1080 IDH1KD tx	IL1B secr inh	SW480 rereplic	ATXN2 expr inh	ATXN viability
41	COc1ccccc1-c1coc2c(CN3CCOCC3)c(O)ccc2c1=O	3%	-6%	-2%	14%	13%	11	?	-3%	i
42	Cc1cc(/C=C(/C#N)c2nc3ccccc3[nH]2)c(C)n1-c1cc(C(=O)O)cc(C(=O)O)c1	-5%	-16%	-7%	-1%	-4%	18	-3%	-4%	i
43	Cc1cccc(-c2nc3nc(C)cc(NC(C)c4ccccc4)n3n2)c1 (centres undefined)	.	?	9%	.	.	.	.	-3%	?
44	O=C(c1ccc(CS(=O)c2ccccc2Cl)o1)N1CCN(C2CCCCC2)CC1 (centres undefined)	.	-22%	-7%	-5%	-26%	6	.	.	i
45	CCC(CC)C(=O)OCC(=O)Nc1cc(OC)c([N+](=O)[O-])cc1C	-4%	?	19%	3%	-1%	14	-8%	1%	i
46	O=[N+]([O-])c1ccc(CNc2ccc(F)cc2)s1	7%	?	0%	-2%	2%	-85*	?	0%	?
47	CCc1cccc(OCCCCN(CC)CC)c1	16%	2%	2%	0%	12%	3	7%	-18%	i
48	C=CCNc1nc2ccccc2nc1NS(=O)(=O)c1ccc(OC)cc1	10%	1%	-7%	8%	11%	21	-3%	-20%	i
49	CC1(C)CC(=Cc2ccccc2[N+](=O)[O-])C(=O)c2ccccc21	.	-18%	-8%	-6%	2%	-13	.	.	?
50	NC(=O)NOCc1ncc(C(F)(F)F)cc1Cl	-3%	-2%	0%	19%	14%	-12	1%	0%	i
51	O=C(CSc1ccc2ccccc2c1)Nc1ccncc1	?	8%	3%	-23%	-25%	0	3%	-5%	i
52	CC(C)N(C=O)C1(C(=O)NC2CCCCC2)CCCCC1	-187%[0.0737 µM]	12%	-5%	1%	5%	-2	-1%	-5%	i
53	O=C(Cc1nnc(NC(=O)Nc2ccccc2)s1)NCc1ccccc1	2%	?	17%	-1%	2%	3	9%	2%	i
54	CC(C)CNc1oc(-c2ccco2)nc1C#N	2%	-18%	2%	-3%	-1%	?	1%	-26%	i
55	CCc1noc(C)c1C(=O)N(C)CC(=O)Nc1cccc(OC)c1	4%	-7%	-5%	-3%	2%	-7	2%	-1%	i
56	CCN1C(=O)N(CC)C(O)(c2ccccc2)C1(O)c1ccccc1 (centres undefined)	2%	?	-12%	0%	-3%	-9	-4%	3%	i
57	CC(/C=N/NC(=O)c1ccncc1)=C\c1ccco1	-3%	0%	4%	10%	-2%	-5	0%	-8%	i

Another view of 2 compounds above:
30. COC(=O)C1=NN(C(=O)c2ccccc2)C(C)(O)C1 (centres undefined)
31. Cc1ccc(Oc2ccc(OCC(=O)NC(CC(C)C)C(=O)O)cc2)cc1 (centres undefined)

Assay by compound | 30 | 31
MCF10A rereplic | -1% | 2%
KB-V1 MDR tox | -10% | 6%
KB-3-1 tox | -13% | -6%
HT1080-NT tox | 2% | 5%
HT1080 IDH1KD tx | ? | 3%
IL1B secr inh | 1 | 44
SW480 rereplic | 2% | 2%
ATXN2 expr inh | -10% | -33%
ATXN viability | i | i

Source: PubChem
